Compound activity deposited in PubChem by The Scripps Research Institute Molecular Screening Center.
CHRM1 agonist: human M1 muscarinic receptor agonists, primary screen, Fluo-8 calcium fluorescence, CHO-K1 cells, HTS; Muscarinic acetylcholine receptor M1 (Homo sapiens), P11229; CHO-K1 hM1, agonist mode; 0% DMSO, 100% acetylcholine EC100; activation, % at 3 µM; 0.33% of 360,000 active;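 active = activation above the run's mean compound activation plus 3 SD, cut at about 16% in these data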;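 note: peak over basal fluorescence ratio within a 140 s kinetic read after compound addition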
TAAR1 antag: human TAAR1 antagonists, primary screen, Fluo-8 calcium fluorescence, CHO RD-HGA16 cells; Trace amine-associated receptor 1 (Homo sapiens), Q96RJ0; 1.5% of 360,000 active; inhibition, % at 3 µM; antagonist; AID 624466, 2012;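 active = inhibition above a per-plate cutoff, the mean inhibition of test compounds on that plate plus 3 SD, cut at about 49% in these data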;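 note: 0% = DMSO plus EC80 beta-PEA response and 100% = DMSO alone without agonist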
Target sequence (Q96RJ0 whole entry, looked up): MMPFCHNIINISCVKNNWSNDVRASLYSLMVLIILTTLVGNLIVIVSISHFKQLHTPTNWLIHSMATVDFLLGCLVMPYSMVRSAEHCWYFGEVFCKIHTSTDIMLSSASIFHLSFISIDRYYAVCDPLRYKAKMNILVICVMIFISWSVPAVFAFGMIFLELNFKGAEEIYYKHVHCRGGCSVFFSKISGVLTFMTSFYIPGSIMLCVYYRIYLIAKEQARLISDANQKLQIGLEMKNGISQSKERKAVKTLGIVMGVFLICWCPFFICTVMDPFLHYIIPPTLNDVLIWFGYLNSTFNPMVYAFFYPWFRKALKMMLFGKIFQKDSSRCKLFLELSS
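Material: CHO RD-HGA16 cells bearing hTAAR1; compound dosing: one-point dosing, 3 µM nominal final; schedule: dye loading 75 min at 37 °C, then 30 min room temperature; measured by: calcium fluorescence with Fluo-8; control set: vehicle and agonist controls; replication: n of 1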
M1 PAM: human M1 muscarinic receptor positive allosteric modulators, primary screen, CHO-K1 cells, Fluo-8 calcium fluorescence, 1536-well; activation, % at 3 µM; 0.088% of 360,000 active; CHO-K1 hM1, ACh EC20; 0% = ACh EC20, 100% = maximal ACh; Muscarinic acetylcholine receptor M1 (Homo sapiens), P11229; in the data active = activation above about 19%, passing the limit was not always enough
CHRM1 antagonist: human M1 muscarinic receptor antagonists, primary screen, CHO-K1 cells, Fluo-8 calcium fluorescence, 1536-well | CHO-K1 hM1, ACh EC80 antagonist | 1.3% of 360,000 active | AID 588852, 2011 | Muscarinic acetylcholine receptor M1 (Homo sapiens), P11229 | inhibition, % at 3 µM;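 active = percent inhibition above its own plate's cutoff, namely the mean of that plate's compound wells plus 3 SD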;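 note: peak over basal fluorescence ratio during 140 s after agonist addition; 0% = ACh EC80 plus DMSO and 100% = DMSO alone without agonist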
CHO parental Ca: ATP-evoked calcium signal inhibitors, parental CHO, primary screen, counter-screen for OX1R antagonist project, cell-based, fluorescence, Fluo-8 calcium dye; parental CHO-K1, ATP-induced calcium, Fluo-8 fluorescence; inhibition, % at 5.6 µM; 0.63% of 330,000 active; AID 463079, 2010;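 active = inhibition above that plate's mean sample inhibition plus 3 SD, cut at about 26% in these data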;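 note: 0% = ATP-challenged DMSO wells and 100% = DMSO wells without ATP; some compounds past the cut are filed as inactive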
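Assay system: untransfected parental CHO cell line. Also added: ATP agonist challenge. Dosing: one dose, 5.6 µM nominal. Measured by: Fluo-8 fluorescence. Read-out: % inhibition. Benchmarks: ATP wells versus no-ATP DMSO wells. Repeats: no replicates.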
OXTR agonist: human OXTR agonists, primary screen, fluorescence, CHO-OTR cells, Fluo-8 calcium; Oxytocin receptor (Homo sapiens), P30559; Fluo-8 calcium fluorescence; normalized: DMSO 0%, oxytocin 100%; activation, % at 3 µM; 0.32% of 320,000 active;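 active = activation above the mean of all tested compounds plus 3 SD, cutoff set per screening run, cut at about 20% in these data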;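 note: peak over basal fluorescence ratio from a 100 s FLIPR kinetic read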
Target sequence (P30559 whole entry, looked up): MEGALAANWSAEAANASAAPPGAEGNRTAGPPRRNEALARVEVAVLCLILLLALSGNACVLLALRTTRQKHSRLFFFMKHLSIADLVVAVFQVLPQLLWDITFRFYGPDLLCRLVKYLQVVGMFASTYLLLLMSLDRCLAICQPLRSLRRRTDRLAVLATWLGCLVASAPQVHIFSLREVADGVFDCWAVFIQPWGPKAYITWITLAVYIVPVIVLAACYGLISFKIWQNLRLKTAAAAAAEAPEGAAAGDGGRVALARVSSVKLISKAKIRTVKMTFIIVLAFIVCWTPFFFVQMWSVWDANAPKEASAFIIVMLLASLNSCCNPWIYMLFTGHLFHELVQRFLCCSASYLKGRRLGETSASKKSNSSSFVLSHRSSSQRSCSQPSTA
OXTR potentiate: human OXTR potentiators, primary screen, fluorescence, CHO-OTR cells, Fluo-8 calcium; AID 2445, 2010; Oxytocin receptor (Homo sapiens), P30559; Fluo-8 calcium fluorescence, potentiator mode; 0% = oxytocin EC15, 100% = EC100; activation, % at 3 µM; 0.061% of 320,000 active;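 active = activation above that plate's cutoff, the mean activation of tested compounds plus 3 SD, cut at about 6.6% in these data, passing the limit was not always enough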;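 note: 100% uses oxytocin at 75 nM as the full agonist control; some results filed as inactive read as strong as hits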
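Dosing: Single dose, 3.0 µM nominal final compound concentration | Material: Human OTR in CHO cells | Technique: Kinetic Fluo-8 calcium fluorescence | Benchmarks: EC15 oxytocin alone as 0%, 75 nM oxytocin as 100% | Probe or stimulus: Oxytocin at about EC15, sub-maximal agonist stimulus | Incubation: Compound 6 min at room temperature before oxytocin, 100 s read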
TAAR1 ag: human TAAR1 agonists, primary screen, Fluo-8 calcium fluorescence, CHO RD-HGA16 cells; Trace amine-associated receptor 1 (Homo sapiens), Q96RJ0; vehicle wells 0%, saturating PEA agonist 100%; activation, % at 3 µM; 0.99% of 360,000 active; AID 624467, 2012;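 active = activation above the mean activation of all test compounds in the run plus 3 SD, cut at about 38% in these data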
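Assay system: CHO-derived RD-HGA16 cells with stable Gα16 and human TAAR1; timing: 17-24 h seeding, 75 min 37 °C dye, 30 min RT; read-out: % activation from peak over basal fluorescence ratio, DMSO-to-PEA scaled; measured by: kinetic Fluo-8 calcium fluorescence; benchmarks: low control DMSO, high control PEA (EC100); doses: 3 µM single concentration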
V1aR counter: agonists of human V1a receptor, primary screen, counter-screen for OXTR agonist project, fluorescence, CHO-V1R cells; AID 2797, 2010; 0.25% of 320,000 active; Vasopressin V1a receptor (Homo sapiens), P37288; Fluo-8 calcium fluorescence, agonist mode; 0% DMSO, 100% 3 nM vasopressin; activation, % at 3 µM;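 active = activation above the mean activation of all tested compounds plus 3 SD, per screening run, cut at about 20% in these data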;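 note: signal is peak over basal fluorescence ratio across a 100 second FLIPR read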
An asterisk follows results filed as active. No enrichment for hits; overall some 3.7% were active at least once.

`O=C(CNC(=S)N(CCCN1CCOCC1)Cc1cccs1)NCc1ccccc1` gave CHRM1 agonist -5, TAAR1 antag -10, M1 PAM 7, CHRM1 antagonist -20, CHO parental Ca -12, OXTR agonist -1.4, OXTR potentiate -4, TAAR1 ag 5 and V1aR counter 0.7.
CC(C)CNC(=S)N1CCN(c2nc(-c3ccc(Cl)cc3)cs2)CC1 was read as CHRM1 agonist 1, TAAR1 antag 34, M1 PAM -2, CHRM1 antagonist 10, CHO parental Ca 39*, OXTR agonist -0.2, OXTR potentiate -15, TAAR1 ag -2 and V1aR counter 3.6.
For Cc1nc2cc(NC(=O)NCCCO)ccc2o1 the results were CHRM1 agonist -5, TAAR1 antag -3, M1 PAM 13, CHRM1 antagonist -9, CHO parental Ca -6, OXTR agonist 1.6, OXTR potentiate 2, TAAR1 ag 6 and V1aR counter 4.6.
CSc1ccc(Cl)c(C(=O)OCC(=O)N(C)CCC#N)c1 was read as CHRM1 agonist -1, TAAR1 antag -10, M1 PAM 3, CHRM1 antagonist 6, CHO parental Ca -21, OXTR agonist -0.2, OXTR potentiate -6, TAAR1 ag 23 and V1aR counter -0.2.
CC1CCCC(NC(=O)c2ccc3c(=O)n(CC4CCCO4)c(=O)[nH]c3c2)C1C (stereo not drawn) was read as CHRM1 agonist -2, TAAR1 antag 11, M1 PAM 8, CHRM1 antagonist 15, CHO parental Ca -13, OXTR agonist -0.3, OXTR potentiate -3, TAAR1 ag 5 and V1aR counter -0.2.
O=C(Cn1c(=O)n(Cc2ccco2)c(=O)c2c3c(sc21)CCCCC3)c1ccccc1 was read as CHRM1 agonist -3, M1 PAM 10, CHRM1 antagonist -5, CHO parental Ca -10, OXTR agonist -0.9, OXTR potentiate -2 and V1aR counter -0.2.
For CCOC(=O)c1c(C)[nH]c(C(=O)COC(=O)c2c(CC)noc2C)c1C the results were CHRM1 agonist -1, TAAR1 antag -16, M1 PAM 4, CHRM1 antagonist 0 and TAAR1 ag 3.
Screening Cc1occc1C(=O)Nc1cccc2ccccc12 returned CHRM1 agonist -7, TAAR1 antag 10, M1 PAM 7, CHRM1 antagonist -28, CHO parental Ca -17, OXTR agonist -2.6, OXTR potentiate 4, TAAR1 ag 4 and V1aR counter -1.2.
Screening O=C(NCC(c1ccco1)N1CCCCC1)c1ccc(COc2ccc(Cl)cc2)cc1 (stereo not drawn) returned CHRM1 agonist -5, TAAR1 antag 24, M1 PAM -26, CHRM1 antagonist 80* and TAAR1 ag 4.
Screening COc1ccc(NC(=O)COC(=O)Cn2cnc3ccccc32)cc1 returned CHRM1 agonist -4, TAAR1 antag -12, M1 PAM 5, CHRM1 antagonist 0, CHO parental Ca -4, OXTR agonist 1.5, OXTR potentiate -5, TAAR1 ag 4 and V1aR counter 1.6.
For COc1cc(OC)c(OC)cc1/C=N/N(C)c1ccccc1 the results were CHRM1 agonist -3, TAAR1 antag 7, M1 PAM 5, CHRM1 antagonist -7, CHO parental Ca -13, OXTR agonist -2.0, OXTR potentiate 1, TAAR1 ag 9 and V1aR counter -1.2.
Cc1cc(C)n(C(=O)CNC(=O)c2cccc(Br)c2)n1 was read as CHRM1 agonist -3, TAAR1 antag 10, M1 PAM 4, CHRM1 antagonist -3, CHO parental Ca -5, OXTR agonist 0.2, OXTR potentiate -4, TAAR1 ag 0 and V1aR counter 0.7.
Nc1ccc(S(=O)(=O)NC(Cc2ccccc2)C(=O)O)cc1 (stereo not drawn) was read as CHRM1 agonist -3, TAAR1 antag -2, M1 PAM -4, CHRM1 antagonist 0, CHO parental Ca 16, OXTR agonist 0.2, OXTR potentiate -11, TAAR1 ag 8 and V1aR counter -0.5.
For CCOC(=O)c1c(C)[nH]c(C(=O)COC(=O)Cn2cc(C(F)(F)F)ccc2=O)c1C the results were CHRM1 agonist -3, TAAR1 antag -7, M1 PAM 6, CHRM1 antagonist -7, CHO parental Ca -8, OXTR agonist 0.6, OXTR potentiate -4, TAAR1 ag 5 and V1aR counter 0.2.
For Cc1cccc(NS(=O)(=O)c2ccc(C(=O)NCCCN3CCCC3=O)cc2)c1C the results were CHRM1 agonist -4, TAAR1 antag -2, M1 PAM 4, CHRM1 antagonist 1, CHO parental Ca 7, OXTR agonist 0.6, OXTR potentiate -10, TAAR1 ag 3 and V1aR counter 1.0.
COc1ccc2oc(=O)c(C(=O)N3CCCc4ccccc43)cc2c1 was read as CHRM1 agonist -5, TAAR1 antag 14, M1 PAM -7, CHRM1 antagonist 1, CHO parental Ca -6, OXTR agonist 0.4, OXTR potentiate -12, TAAR1 ag 1 and V1aR counter -0.2.
`O=C(Cn1nnc(-c2ccc(Cl)cc2)n1)NCC1CCCCC1` gave CHRM1 agonist -3, TAAR1 antag -6, M1 PAM 4, CHRM1 antagonist -32, CHO parental Ca -26, OXTR agonist -1.5, OXTR potentiate 9, TAAR1 ag 4 and V1aR counter -0.7.
For c1csc(Cc2nn3c(-c4ccncc4)nnc3s2)c1 the results were CHRM1 agonist -4, TAAR1 antag 10, M1 PAM 4, CHRM1 antagonist -1, CHO parental Ca -11, OXTR agonist 0.1, OXTR potentiate -3, TAAR1 ag 4 and V1aR counter 0.5.
COc1ccc(CN2C(=O)c3ccccc3C2=O)cc1C(=O)N(C)CC(=O)Nc1ccc(C)cc1 was read as CHRM1 agonist -2, TAAR1 antag -9, M1 PAM 7, CHRM1 antagonist -12 and TAAR1 ag 2.
Cc1ccc(S(=O)(=O)N2CCOCC2)cc1C(=O)NCC1CCCCC1 was read as CHRM1 agonist -1, TAAR1 antag 6, M1 PAM 3, CHRM1 antagonist 0, CHO parental Ca 5, OXTR agonist -0.6, OXTR potentiate -6, TAAR1 ag 0 and V1aR counter 0.0.
For Cc1occc1C(=O)Nc1ccc2c(c1)OCCO2 the results were CHRM1 agonist -5, TAAR1 antag 3, M1 PAM 6, CHRM1 antagonist -5, CHO parental Ca 1, OXTR agonist -1.1, OXTR potentiate 4, TAAR1 ag 6 and V1aR counter -0.8.
For CCOC(=O)c1ccc(NC(=O)COc2cc(=O)n(CC)c3ccccc23)cc1 the results were CHRM1 agonist -3, TAAR1 antag 6, M1 PAM 0, CHRM1 antagonist -2, CHO parental Ca -7, OXTR agonist 0.0, OXTR potentiate -3, TAAR1 ag 0 and V1aR counter 0.0.
`CC(=NNC(=S)N1CC2CCC(CC2)C1)c1cnccn1` gave CHRM1 agonist -9, TAAR1 antag -27, M1 PAM -3, CHRM1 antagonist -2 and TAAR1 ag 2.
Screening CC(=O)Nc1ccc(S(=O)(=O)N2CCN(CCN3CCOCC3)CC2)cc1Cl returned CHRM1 agonist -2, TAAR1 antag -5, M1 PAM 6, CHRM1 antagonist -8, CHO parental Ca -12, OXTR agonist 0.9, OXTR potentiate -6, TAAR1 ag 2 and V1aR counter 0.9.
`CCC1(CC)NC(=O)N(CC(=O)OC(C)C(=O)Nc2ccc(Cl)cn2)C1=O` (stereo not drawn) gave CHRM1 agonist -2, TAAR1 antag 0, M1 PAM 4, CHRM1 antagonist -3, CHO parental Ca -8, OXTR agonist -0.7, OXTR potentiate -6, TAAR1 ag 0 and V1aR counter 0.7.
Screening Cc1nc(NC(=O)C2CC2)sc1C(=O)N1CCCCC1 returned CHRM1 agonist -3, TAAR1 antag 6, M1 PAM 1, CHRM1 antagonist 4, CHO parental Ca 6, OXTR agonist -0.5, OXTR potentiate 4, TAAR1 ag 1 and V1aR counter 0.4.
COc1ccc(-c2csc(Nc3ccc(S(N)(=O)=O)cc3)n2)cc1OC was read as CHRM1 agonist -4, TAAR1 antag 26, M1 PAM -4, CHRM1 antagonist 6, CHO parental Ca -5, OXTR agonist -1.1, OXTR potentiate -3, TAAR1 ag 0 and V1aR counter -0.7.
Cc1cc(C(C)(C)C)oc1C(=O)N(CC(=O)NC1CCCC1)Cc1ccccc1 was read as CHRM1 agonist -1, TAAR1 antag 32, M1 PAM -1, CHRM1 antagonist -2, CHO parental Ca -12, OXTR agonist 0.8, OXTR potentiate -7, TAAR1 ag 26 and V1aR counter 2.7.
Cc1c(S(=O)(=O)N2CCCC2)c(=O)n(C)c(=O)n1C was read as CHRM1 agonist 4, TAAR1 antag -22, M1 PAM 17, CHRM1 antagonist -12, CHO parental Ca -6, OXTR agonist 1.2, OXTR potentiate 0, TAAR1 ag 8 and V1aR counter 0.5.
Screening O=C(N/N=C/c1ccc2cccnc2c1)c1ccco1 returned CHRM1 agonist -7, TAAR1 antag 9, M1 PAM 1, CHRM1 antagonist -1, CHO parental Ca -8, OXTR agonist -0.3, OXTR potentiate -14, TAAR1 ag 2 and V1aR counter 0.4.
For Cc1cc(C)c2nc(NC(=O)C3CC(=O)N(Cc4ccco4)C3)sc2c1 (stereo not drawn) the results were CHRM1 agonist -5, TAAR1 antag -6, M1 PAM 1, CHRM1 antagonist -5, CHO parental Ca -3, OXTR agonist 3.7, OXTR potentiate -5, TAAR1 ag 9 and V1aR counter 8.9.
For COc1cccc(NC(=O)CCc2ccccc2)c1 the results were CHRM1 agonist -6, TAAR1 antag -8, M1 PAM 2, CHRM1 antagonist 0, CHO parental Ca -8, OXTR agonist -0.6, OXTR potentiate -5, TAAR1 ag 1 and V1aR counter -0.7.
Screening Cc1cccc(NC(=O)CCSc2ccccc2)c1C returned CHRM1 agonist -9, TAAR1 antag -16, M1 PAM 8, CHRM1 antagonist -1, CHO parental Ca -5, OXTR agonist -2.0, OXTR potentiate -13, TAAR1 ag 0 and V1aR counter -1.5.
